5HT1a ag: 5-HT1a (human) receptor agonism | P08908 | CHO 5-HT1a Ga15 NFAT-bla reporter, FRET ratio; 0% basal, 100% maximal reference agonist | activation, % at 10 µM | 65,000 compounds, 0.56% hits | AID 567;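 active = activation above the screen-wide mean activation plus 3 SD, cut at about 19% in these data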;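 also: 0% = DMSO wells and 100% = 5-CT at EC100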
Target sequence (P08908 whole entry, looked up): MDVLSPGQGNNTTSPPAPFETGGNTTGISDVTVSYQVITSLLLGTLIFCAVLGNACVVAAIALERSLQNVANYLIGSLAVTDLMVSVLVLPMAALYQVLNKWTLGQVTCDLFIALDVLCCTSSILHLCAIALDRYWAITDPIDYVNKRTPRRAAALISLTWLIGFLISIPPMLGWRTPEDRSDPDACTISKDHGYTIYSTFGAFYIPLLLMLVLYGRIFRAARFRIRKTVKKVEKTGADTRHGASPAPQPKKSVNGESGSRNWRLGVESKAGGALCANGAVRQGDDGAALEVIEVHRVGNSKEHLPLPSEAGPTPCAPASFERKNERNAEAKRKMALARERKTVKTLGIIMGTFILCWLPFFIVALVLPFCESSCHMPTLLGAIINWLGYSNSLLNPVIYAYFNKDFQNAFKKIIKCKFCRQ
SF-1 act: SF-1 (human) activation; 65,000 compounds, 1.9% hits; Q13285; activation, % at 10 µM; CHO-K1 Gal4-SF-1 LBD luciferase reporter; % increase over DMSO SF-1-specific signal; AID 522;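 active = activation above the mean activation of all tested compounds plus 3 SD, cut at about 50% in these data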
Target sequence (Q13285 whole entry, looked up, the tested form may be a part): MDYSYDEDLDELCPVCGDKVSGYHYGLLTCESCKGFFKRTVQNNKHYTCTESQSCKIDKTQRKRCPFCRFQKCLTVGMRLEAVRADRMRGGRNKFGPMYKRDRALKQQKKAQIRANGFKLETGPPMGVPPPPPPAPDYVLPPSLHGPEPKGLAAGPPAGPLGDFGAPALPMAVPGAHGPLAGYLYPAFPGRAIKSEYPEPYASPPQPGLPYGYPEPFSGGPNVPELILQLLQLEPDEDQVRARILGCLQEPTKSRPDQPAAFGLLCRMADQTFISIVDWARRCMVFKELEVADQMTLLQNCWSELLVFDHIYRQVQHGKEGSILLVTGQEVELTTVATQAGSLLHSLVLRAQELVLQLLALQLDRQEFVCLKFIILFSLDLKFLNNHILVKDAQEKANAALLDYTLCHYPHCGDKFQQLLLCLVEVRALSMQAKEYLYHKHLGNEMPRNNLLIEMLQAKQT
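Material: CHO-K1 cells with Gal4–hSF-1 LBD chimera plus Gal4-driven luciferase / Input: 4,000 CHO-K1 cells per well / Incubation: compound exposure 20 h at 37 °C / Signal: luminescence read 15 min after SteadyLite luciferase reagent, after room-temperature equilibration / Read-out: percent activation versus DMSO / Benchmarks: DMSO negative control and −SF1 background wells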
Ecoli tolC: E. coli tolC mutant growth inhibition; AID 573; E. coli BW25113 tolC mutant growth, OD615; 65,000 compounds, 2.2% hits; growth inhibition, % at 10 µM (by protocol);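 active = growth inhibition at or above a cutoff equal to the mean over every tested compound plus 3 SD, cut at about 60% in these data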;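 also: growth measured after 20 h incubation at 37 °C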
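Test system: E. coli BW25113 ΔtolC::kan bacteria; incubation: 37 °C, 20 h exposure; medium: LB broth supplemented with 50 µg/mL kanamycin; read-out basis: percent growth inhibition; signal: A615 absorbance measurement; compound: 10 µM final, single dose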
NADH enzymes: inhibition of NAD/NADH coupling enzymes, library profiling; coupled PK/LDH NADH assays, four targets; 65,000 compounds, 0.02% hits; IC50, µM (titrated, usually from 10 µM), inactives show at the top dose inhibition;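 active = single-dose screening hits from any of four coupled enzyme assays that gave an IC50 when retested across doses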;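 also: the DPM-DC format reads NADH fluorescence rather than 340 nm absorbance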
MMP13 inh: inhibitors of human MMP13; P45452; inhibition, % at 4 µM; MMP-13 fTHP FRET cleavage, Mca fluorescence; 65,000 compounds, 0.07% hits;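 active = inhibition above the mean of compound-free control plate wells plus 3 SD, cut at about 14% in these data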;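 also: 0% = DMSO wells and 100% = wells with reference MMP-13 inhibitor after basal subtraction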
5HT1E ag: agonists of human 5-HT1E serotonin receptor; P28566; CHO 5-HT1E Ga15 NFAT-bla reporter, FRET; 0% DMSO wells, 100% control agonist wells; activation, % at 6 µM; 65,000 compounds, 0.69% hits; AID 574;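 active = activation above a set limit, the screen-wide mean activation plus 3 SD, cut at about 8.5% in these data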;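 also: 100% = positive control agonist at 1 µM giving full maximal response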
RORa activator: activators of human nuclear receptor RORA; CHO-K1 Gal4-RORA LBD luciferase reporter, luminescence; percent increase over mock-subtracted basal signal; activation, % at 10 µM; 65,000 compounds, 1.5% hits; AID 560;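 active = activation above the mean of all tested compounds plus 3 SD, cut at about 49% in these data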;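 also: 0% = DMSO-treated RORA cells and 100% = added signal equal to DMSO minus mock-transfected cells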
HTR1E antagonist: blocks the human 5-HT1E serotonin receptor | P28566 | CHO 5-HT1E Ga15 NFAT-bla reporter, FRET, antagonist | inhibition, % at 6 µM | 65,000 compounds, 0.99% hits;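 active = inhibition above a set limit, the mean inhibition across every tested compound plus 3 SD, cut at about 29% in these data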;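 also: signal is the 460 over 535 nm emission ratio of beta-lactamase substrate; 0% = agonist plus DMSO wells and 100% = wells without agonist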
5HT1a antag: blocks the human serotonin 5-HT1a receptor; P08908; CHO 5-HT1a Ga15 NFAT-bla reporter, antagonist mode; inhibition, % at 10 µM; 62,000 compounds, 0.68% hits; AID 612;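 active = inhibition above the mean of all tested compounds plus 3 SD, cut at about 43% in these data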;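 also: receptor stimulated by 5-CT agonist at 100 nM near EC80; beta-lactamase reporter measured by ratiometric fluorescence of a cleavable substrate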
* = called active by the depositor; . = not tested or not shown; [ ] = remark or other dose.

SMILES | 5HT1a ag | SF-1 act | Ecoli tolC | NADH enzymes | MMP13 inh | 5HT1E ag | RORa activator | HTR1E antagonist | 5HT1a antag
CC1CCCCN1C(=O)Cn1c(=O)n(CCC(=O)NCc2ccco2)c(=O)c2sccc21 (centres undefined) | 0.2 | -6 | -20 | 6% | 1 | -0.5 | -5 | -2 | -3
CC(=O)Nc1ccc(NC2(C)C(=O)c3ccccc3C2=O)cc1 | -4.0 | -4 | -7 | 3% | 1 | -0.3 | -8 | 1 | 3
[O-]/[N+](=C/c1cccnc1)c1ccc(Br)cc1 | 2.0 | 39 | -8 | 1% | 4 | -1.1 | 44 | -6 | 14
O=C1C2ON(c3ccccc3)C(c3ccccc3F)C2C(=O)N1c1ccccc1 (centres undefined) | -0.5 | 12 | -4 | 8% | 1 | -0.5 | -4 | -1 | -6
CCOC(=O)N1CCN(C(=O)c2cc(C)no2)CC1 | -1.0 | 8 | -8 | 4% | 6 | 0.4 | -11 | 12 | -6
COc1ccc(/C(CC2(O)C(=O)Nc3ccccc32)=N\O)cc1 (centres undefined) | -1.1 | 1 | 6 | 0% | -1 | -0.3 | 12 | 8 | -6
COC(=O)c1ccc2[nH]c(C)c(CN3CCCC3)c(=O)c2c1 | -1.1 | -10 | 5 | 8% | -16 | -0.2 | -5 | 6 | 2
c1ccc(C2=NCCCN2)cc1 | -1.0 | -11 | -15 | 6% | 8 | -0.3 | -1 | 6 | -8
Cc1cc(NC(=O)C2CC(c3cccc(Br)c3)=NO2)no1 (centres undefined) | 6.9 | -15 | 4 | 5% | 6 | -0.5 | -3 | -6 | -11
CC1CC(C)CN(CCCNC(=O)c2ccc(CS(=O)(=O)Cc3ccccc3F)o2)C1 (centres undefined) | -1.9 | -7 | -18 | 7% | 2 | 0.5 | 6 | 0 | 3
CCOC(=O)N1CCN(c2cc(C)nc3nc(C)nn23)CC1 | -0.1 | 1 | -21 | 5%[fluoresces] | 4 | 0.4 | 10 | -3 | 2
COc1cc(C(=O)N2CCN(C(=O)C3CC3)CC2)cc(OC)c1OC | -3.9 | 11 | -14 | 7% | -1 | 1.0 | -7 | -5 | -8
COc1ccc(C)c2sc(=NC(=O)c3ccc(C#N)cc3)n(C)c12 | 1.1 | 42 | -4 | 12%[fluoresces] | 1 | -0.1 | 85* | 16 | -4
CCOC(=O)C1CCCN(S(=O)(=O)c2cccc3cccnc23)C1 (centres undefined) | -1.6 | 2 | 11 | 3% | 6 | 0.9 | 6 | -12 | -9
COc1ccc(NC(=O)CC2Oc3ccc(C)cc3NC2=O)cc1 (centres undefined) | -2.8 | -3 | -9 | 4% | 2 | 0.0 | -17 | -12 | -5
COc1ccc(S(=O)(=O)N2CCCN(CCC(=O)Nc3cccc(C(F)(F)F)c3)CC2)cc1 | -2.5 | -21 | 37 | 0% | -1 | 0.4 | -14 | 9 | 20
O=C(O)CCc1n[nH]c(=S)[nH]c1=O | -0.3 | 1 | -18 | 4% | 3 | 1.1 | -8 | 1 | 5
CC(C)(C)c1cnnn1-c1ccc(NC(=O)c2ccc(Br)o2)cc1 | -1.0 | 2 | 21 | 7% | 3 | -0.6 | -14 | 17 | -22
Cn1nc(-c2ccc(N3CCOCC3)c(NS(=O)(=O)c3ccccc3)c2)c2ccccc2c1=O | 1.1 | 12 | -4 | 5% | 1 | -0.3 | 6 | 11 | -14
O=c1c2ccccc2nc(-c2ccccc2)n1CCCN1CCOCC1 | 0.4 | 1 | -15 | 10% | -4 | -0.1 | -3 | -13 | -10
CCN(CC)CCOC(=O)c1ccc(N=CC2=C(O)CC(C)(C)CC2=O)cc1 | -4.3 | -5 | -18 | 17% | -6 | -0.7 | -17 | 2 | -2
CCOC(=O)c1ccc(NC(=O)Cn2cc3c(n2)CCC(C)C3)cc1 (centres undefined) | -1.8 | 10 | -6 | 5% | 5 | 0.7 | -4 | -4 | 3
COc1cc(C)c(S(=O)(=O)Nc2ccccc2F)cc1C | 0.6 | 5 | 6 | 6% | 3 | -1.9 | 7 | 12 | 12
CC1=C(C(N)=O)C(c2cccnc2)n2nc(-c3cccc(C)c3)nc2N1 (centres undefined) | 0.1 | 16 | -14 | 3% | -2 | -1.1 | -3 | 14 | 3
O=C(CSc1n[nH]c(-c2ccccc2)n1)c1ccccc1 | -2.8 | 9 | 31 | 12% | 5 | 0.5 | 28 | 1 | 1

(listing goes on)
SMILES | 5HT1a ag | SF-1 act | Ecoli tolC | NADH enzymes | MMP13 inh | 5HT1E ag | RORa activator | HTR1E antagonist | 5HT1a antag
COc1ccc(C2C3=C(CC(C)(C)CC3=O)N(CCN3CCOCC3)C3=C2C(=O)CC(C)(C)C3)cc1 | 6.9 | -6 | 10 | 6% | -37 | 2.6 | -4 | 4 | -3
CCCCCn1c(SCc2cccc(C)c2)nc2c1c(=O)[nH]c(=O)n2C | 3.7 | -21 | 41 | 3% | 1 | 3.2 | 12 | -2 | -11
CC1=C(C(=O)NC(C)C)C2(CCC(C)CC2)OC1=O (centres undefined) | 1.0 | 6 | -11 | 3% | -2 | -0.2 | 5 | 4 | 1
Cc1cc(-c2ccccc2)nc(SCc2ccc(C(=O)O)o2)n1 | -1.2 | -15 | 33 | 2% | 1 | 0.3 | -1 | -6 | -8
O=C(COC(=O)c1ccc(S(=O)(=O)NCc2ccco2)cc1)NCCC1=CCCCC1 | -2.1 | -1 | -12 | 0% | 5 | -0.3 | -13 | -7 | 2
CCCN1C(=O)C2(C(C(=O)c3ccc(C)o3)=C(O)C(=O)N2CCCN2CCOCC2)c2ccccc21 (centres undefined) | -0.4 | 2 | -9 | 7% | 2 | -1.7 | -6 | 8 | 8
O=C(c1cccnc1)N1CCc2ccccc2C1 | -0.9 | 10 | -9 | 16% | 2 | -0.2 | -13 | -3 | 8
O=C(NCC(F)(F)F)Nc1cccnc1 | -1.3 | -7 | -7 | 2% | -2 | 0.4 | -9 | -4 | -7
COc1ccc(-c2cc(OC)c3c(C)oc(C)c3c(=O)c2)cc1OC | -0.1 | 3 | -14 | 8% | 5 | -0.5 | 9 | 2 | 5
Cc1[nH]nc2c1C(c1ccc(-c3ccccc3C#N)o1)C(C#N)=C(N)O2 (centres undefined) | -0.3 | 11 | 17 | 6% | -2 | -1.2 | 7 | -7 | -2
O=C1CC(N2CCN(C/C=C/c3ccccc3)CC2)C(=O)N1Cc1cccs1 (centres undefined) | -1.0 | 0 | 4 | 1% | -2 | -0.5 | -5 | -6 | -8
COc1ccc(NC2=NCCC(=O)N2Cc2cccs2)cc1 | -3.7 | -3 | -15 | 7% | -2 | 0.4 | -21 | -17 | 4
COCc1cc(C)nc(SCC(=O)Nc2cccc(C)c2)c1C#N | 0.2 | -3 | 0 | 1% | 4 | 0.1 | 31 | 4 | 8
CCC(OC(=O)C(NC(=O)c1ccccc1)c1ccccc1)C(=O)Nc1cc(C)on1 (centres undefined) | 0.7 | 0 | 2 | 0% | -4 | -0.7 | -16 | 0 | -3
CCOC(=O)N1CCN(c2c(N3CCN(c4ccccc4OC)CC3)c(=O)c2=O)CC1 | -0.6 | 5 | -5 | 2% | 6 | 1.2 | -3 | 0 | 7
CC(C)N(Cc1nc(-c2ccccc2)no1)C(=O)CSc1ccccc1 | -0.4 | 2 | 60 | 3% | 1 | -0.3 | 13 | 1 | 9
CC(=O)SC(C)CC(=O)Nc1ccccc1 (centres undefined) | -1.6 | -15 | -14 | 3% | -7 | 0.0 | -19 | -4 | 0
CCOc1cc(C2NC(=O)N(C)C(C)=C2C(=O)OC)cc(Br)c1O (centres undefined) | -3.6 | 6 | 17 | 1% | 2 | -0.7 | -21 | -7 | 4
Cc1ccc(CN(Cc2cc3cccc(C)c3[nH]c2=O)C(=O)N(C)C)cc1 | 0.1 | 8 | -1 | 3% | 2 | -0.9 | -11 | 8 | 10
O=C(Nc1nccs1)c1cc(S(=O)(=O)N2CCOCC2)ccc1Cl | 0.4 | 4 | -5 | 6% | 10 | -0.2 | -19 | -3 | 0
CC(Cc1cccs1)NC(=O)NC1CCCCC1 (centres undefined) | -3.3 | 41 | -1 | 4% | -4 | -1.5 | 32 | -13 | -7
CC1S/C(=C(\C#N)C(=O)NCc2ccco2)N(Cc2ccco2)C1=O (centres undefined) | -0.7 | 14 | 0 | 6% | 4 | 0.5 | 1 | 2 | 12
N#CC1=C(N)Oc2n[nH]c(-c3cccs3)c2C1c1ccco1 (centres undefined) | -2.5 | -8 | -10 | 5% | -4 | -0.4 | -6 | -5 | 6
CN(C(=O)COC(=O)c1ccc2c(c1)OCO2)C1CCS(=O)(=O)C1 (centres undefined) | 0.3 | 1 | -7 | 5% | -11 | 0.1 | -10 | -13 | -15
COc1ccc(NC(=O)c2ccc3c(c2)n(C)c(=O)n3C)cc1 | -3.2 | -4 | -3 | 1% | 5 | 1.2 | 34 | 2 | -14

Following part:
SMILES | 5HT1a ag | SF-1 act | Ecoli tolC | NADH enzymes | MMP13 inh | 5HT1E ag | RORa activator | HTR1E antagonist | 5HT1a antag
CCOC(=O)C1=C(N)OC2=C(C(=O)CC(C)(C)C2)C1c1ccoc1 (centres undefined) | -1.4 | -1 | 1 | 12% | -5 | -1.9 | 5 | -9 | 10
CC(C)(C)n1ncc2c(=O)n(CC(=O)NCc3ccc(F)cc3)cnc21 | -3.8 | 92* | -7 | 2% | -3 | -0.6 | 67* | -13 | -17
Cc1cc2oc3c(c(=O)c2cc1C)C(c1ccc(F)cc1)N(CCCN1CCOCC1)C3=O (centres undefined) | -3.8 | -20 | 2 | 8% | -7 | 1.4 | 29 | -10 | -4
Cc1ccc(C(=O)Nc2c(C(=O)NCc3ccco3)cnn2-c2ccccc2)cc1 | -2.3 | 9 | 17 | 6% | 1 | 1.2 | 13 | -9 | -4
O=c1c2ccccc2nnn1CSc1nc2ccccc2c(=O)n1Cc1ccco1 | -2.8 | -9 | 9 | 1% | 3 | -0.9 | -7 | -4 | -1
O=C(c1cc2c(s1)CCC2)N1C(=O)c2ccccc2S1(=O)=O | 3.5 | 11 | 18 | 4% | 4 | 0.5 | -6 | -3 | 3
CCc1nc2ccccc2c(=O)n1CCCCn1c(CC)nc2ccccc2c1=O | -2.0 | -8 | -6 | 8% | 6 | -1.0 | 6 | 10 | 9
O=C(CCn1c(=O)sc2ccccc21)Nc1cccnc1 | 0.8 | -6 | -16 | 2% | 2 | -0.9 | 0 | -2 | -12
COCc1[nH]nc2c1C(c1ccnc3ccccc13)C(C#N)=C(N)O2 (centres undefined) | 0.4 | 3 | 8 | 5% | -4 | -0.7 | -3 | -2 | .

Single values from above.
`Cc1cc2oc3c(c(=O)c2cc1C)C(c1ccc(F)cc1)N(CCCN1CCOCC1)C3=O` (centres undefined) in 5HT1a ag reads -3.8
`CCc1nc2ccccc2c(=O)n1CCCCn1c(CC)nc2ccccc2c1=O` in SF-1 act reads -8
`Cc1ccc(C(=O)Nc2c(C(=O)NCc3ccco3)cnn2-c2ccccc2)cc1` in 5HT1E ag reads 1.2

Of the compounds above, these have a COOH group.
SMILES | 5HT1a ag | SF-1 act | Ecoli tolC | NADH enzymes | MMP13 inh | 5HT1E ag | RORa activator | HTR1E antagonist | 5HT1a antag
O=C(O)CCc1n[nH]c(=S)[nH]c1=O | -0.3 | 1 | -18 | 4% | 3 | 1.1 | -8 | 1 | 5
Cc1cc(-c2ccccc2)nc(SCc2ccc(C(=O)O)o2)n1 | -1.2 | -15 | 33 | 2% | 1 | 0.3 | -1 | -6 | -8

High-throughput results (PubChem)
